# HePTP inhibitor: inhibitors of human HePTP phosphatase, primary screen, biochemical, absorbance, leukemia target; Tyrosine-protein phosphatase non-receptor type 7 (Homo sapiens), P35236; recombinant HePTP phosphatase activity, OD absorbance; inhibition, % at 20 µM; hit rate 0.64% among 110,000; AID 521, 2006; in the data active = inhibition above about 50%;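 note: plate controls were vehicle for no effect and reference inhibitor for full effect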
# Target sequence (P35236 whole entry, looked up): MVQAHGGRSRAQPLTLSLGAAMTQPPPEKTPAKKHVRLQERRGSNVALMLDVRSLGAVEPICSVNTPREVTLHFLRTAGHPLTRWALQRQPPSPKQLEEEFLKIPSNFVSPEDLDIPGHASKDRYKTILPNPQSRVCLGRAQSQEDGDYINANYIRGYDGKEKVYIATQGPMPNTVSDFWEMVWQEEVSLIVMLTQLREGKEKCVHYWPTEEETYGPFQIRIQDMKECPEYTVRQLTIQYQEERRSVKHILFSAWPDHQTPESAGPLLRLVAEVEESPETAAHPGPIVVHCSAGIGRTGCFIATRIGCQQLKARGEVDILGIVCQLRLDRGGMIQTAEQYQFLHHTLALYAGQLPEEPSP
# BAP1 inh: inhibitors of BAP1 deubiquitinase, primary screen, biochemical, Ub-AMC fluorescence, kinetic; recombinant BAP1, Ub-AMC hydrolysis fluorescence kinetic; hits give low values; hit rate 0.48% among 72,000; Ubiquitin carboxyl-terminal hydrolase BAP1 (Homo sapiens), Q92560; activity remaining (% of control), % at 20 µM;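 active = activity remaining at or below 50% of control, provided the compound also passes the data quality filters; inactive = the rest, including low values that fail the filters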;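 note: 100% = DMSO wells rate and 0% = substrate alone blank rate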
# Target sequence (Q92560 whole entry, looked up): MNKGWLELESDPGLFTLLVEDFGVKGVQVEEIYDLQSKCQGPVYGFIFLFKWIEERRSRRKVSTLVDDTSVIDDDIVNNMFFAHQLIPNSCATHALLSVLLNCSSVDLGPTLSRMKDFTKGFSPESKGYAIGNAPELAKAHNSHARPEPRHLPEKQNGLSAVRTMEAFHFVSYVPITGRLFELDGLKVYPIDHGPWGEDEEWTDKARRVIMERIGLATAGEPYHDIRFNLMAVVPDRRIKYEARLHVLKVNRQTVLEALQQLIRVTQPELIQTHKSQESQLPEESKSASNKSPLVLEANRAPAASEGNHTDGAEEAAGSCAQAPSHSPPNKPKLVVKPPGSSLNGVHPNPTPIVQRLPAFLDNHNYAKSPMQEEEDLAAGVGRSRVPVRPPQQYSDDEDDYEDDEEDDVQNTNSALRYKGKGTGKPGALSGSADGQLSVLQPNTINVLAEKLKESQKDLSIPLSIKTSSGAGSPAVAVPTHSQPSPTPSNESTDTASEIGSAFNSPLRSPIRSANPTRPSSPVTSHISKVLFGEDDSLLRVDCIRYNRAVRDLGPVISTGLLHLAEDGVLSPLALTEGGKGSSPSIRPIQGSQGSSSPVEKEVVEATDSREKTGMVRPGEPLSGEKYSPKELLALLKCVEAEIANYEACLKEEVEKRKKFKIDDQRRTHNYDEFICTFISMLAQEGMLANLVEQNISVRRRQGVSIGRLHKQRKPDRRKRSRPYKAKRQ
# Active calls of the source: *; . = no result given; & = joins results of further samples. Compounds were not picked by outcome, and some 0.7% of all compounds hit somewhere here.
SMILES,HePTP inhibitor,BAP1 inh
O=C(O)c1ccc(N2C(=O)c3cccc4c([N+](=O)[O-])c(O)cc(c34)C2=O)cc1,2,.
O=c1[nH]c(CN2CCc3ccccc3C2)nc2ccccc12,-2,75
CCOC(=O)c1c(C)n(C)c2cc(Br)c(C(=O)OC)cc12,2&9,102
CC(Oc1ccc(Cl)cc1Cl)C(=O)NCCCN(C)C (stereo not drawn),9,99
O=C(Nc1nnc(CSCc2ccccc2)s1)c1cccc2ccccc12,-2,.
C[C@@H]1O[C@@H](Nc2cccc3ccccc23)[C@H](O)[C@H](O)[C@H]1O,0,.
COc1ccc(F)cc1S(=O)(=O)NC(Cc1ccccc1)C(N)=O (stereo not drawn),2,91
O=C(Nc1cccc(-c2nnc(-c3ccccc3)o2)c1)C1CCCCC1,11,144
CCc1ccc(/C=C2/C(=O)NC(=O)N(c3cccc(C)c3)C2=O)cc1,9,.
CCOC(=O)CNc1c(N2CCN(c3ccccn3)CC2)c(=O)c1=O,7,104
COc1ccccc1-n1nc(C(=O)O)c2ccccc2c1=O,-2,100
Cc1c(N=Cc2nc3ccccc3[nH]2)c(=O)n(-c2ccccc2)n1C,1,.
COc1cc(Br)cc(/C=N/NC(=O)Cn2c3ccccc3c(=O)c3ccccc32)c1O,4,.
CCCCNC(=O)C(CCC(=O)OCc1ccccc1)NC(=O)Cc1ccccc1 (stereo not drawn),1,.
CCn1c2c(c3cc(C)ccc31)CCCC2=O,2,.
O=[N+]([O-])c1ccc(-c2cn3c(n2)sc2ccccc23)cc1,0,.
CC(=O)Nc1ccc(C(=O)Nc2ccc3c(c2)OCO3)cc1,5,135
Cc1oc2c(c1C(=O)NC(Cc1c[nH]c3ccccc13)C(=O)O)CCCC2 (stereo not drawn),3,88
CC1=C(C(=O)OCCc2ccccc2)C(c2ccc(F)cc2)C2=C(CCCC2=O)N1 (stereo not drawn),5,.
CS(=O)(=O)N(Cc1nnc(-c2cccs2)o1)c1ccc(Cl)cc1F,-7,137
CCC(=O)Nc1ccc(NC(=O)c2ccccc2[N+](=O)[O-])cc1,-8,.
CCOC(=O)C1=C(C)N=c2s/c(=C\c3ccc(C)o3)c(=O)n2C1c1cccc(OC)c1 (stereo not drawn),8,.
COc1ccc([N+](=O)[O-])cc1NC(=O)COc1ccc(Cl)cc1,.,87
Cc1ccc2cc3c(NC(=O)c4ccco4)nn(C)c3nc2c1,4,92
COc1ccc(N(CC(=O)N2c3ccccc3CC2C)S(=O)(=O)c2c(C)noc2C)cc1 (stereo not drawn),3,.
O=C(Nc1ccccc1C(=O)NCCN1CCOCC1)c1ccco1,7,136
C=CCOc1ccc(/C=C2\SC(=S)N(c3ccc(OC)cc3)C2=O)cc1OC,8,.
CCCOC(=O)CN1C(=O)c2ccc(C(=O)OCCC)cc2C1=O,5,95
CCOc1cccc(C(=O)Oc2cccc3ccc(C)nc23)c1,.,142
Cc1ccc(S(=O)(=O)N2CCN(C(=O)c3cccnc3)CC2)cc1,3,.
C=CCOC(=O)C(C#N)c1nc2ccccc2nc1N1CCN(Cc2ccc3c(c2)OCO3)CC1 (stereo not drawn),2,44*
CCOC(=O)C1=C(C)N=c2s/c(=C/c3cc(Cl)c(OCC(=O)O)c(OC)c3)c(=O)n2C1c1ccccc1Cl (stereo not drawn),6,.
COc1ccc(Cc2nnc(SCc3nc4ccccc4c(=O)[nH]3)o2)cc1,4,86
O=C(CN(c1cccc([N+](=O)[O-])c1)S(=O)(=O)c1ccccc1)Nc1ccccc1Cl,-3,.
Cc1ccc(S(=O)(=O)/N=C2/C=C(Cl)C(=O)c3ccccc32)cc1,7,.
CCOC(=O)c1sc(C)c(C(N)=O)c1N,2,.
O=C1NC(=S)NC(=O)C1=Cc1cccc(Cl)c1Cl,9,.
O=C(c1cnn2c1NC(c1cccs1)CC2C(F)(F)F)N1CCOCC1 (stereo not drawn),-11,.
COc1ccccc1NC(=O)CSc1ccc2nnc(-c3ccncc3)n2n1,-5,90
CCOc1ccc(C(=O)Nc2cc(OC)ccc2OC)cc1Br,-10,.
O=C(c1cccs1)N(Cc1ccccn1)Cc1ccco1,8,101
COc1cc(-c2noc(-c3cccc(Cl)c3)n2)cc(OC)c1OC,8,97
O=C(CSc1cccc2cccnc12)c1ccc(-c2ccccc2)cc1,3,.
O=[N+]([O-])c1ccc(CNC2C3CC4CC(C3)CC2C4)cc1 (stereo not drawn),8,.
O=C(Nc1ccc2nn(-c3ccc(F)cc3)nc2c1)c1ccc(-c2ccc([N+](=O)[O-])cc2)o1,12,.
O=C(COc1ccc(Br)cc1)NCc1ccc(F)cc1,6,.
CCOC(=O)c1sc(NC(=O)c2ccc(OC)cc2)c(C(=O)OCC)c1C,1,.
O=C(CCS(=O)(=O)c1ccc(Br)cc1)N1CCN(c2ccccc2)CC1,4,89
CCOC(=O)c1cc(C)sc1NC(=O)C1CCC1,2,59
COc1cc(S(=O)(=O)Nc2ccccc2C)ccc1Cl,4,66
CC(C)(C)c1nnc2sc(SC/C(O)=C(\C#N)c3nc4ccccc4[nH]3)nn2c1=O,7,134
CC1=C(C(=O)OC2CCCC2)C(c2cccc(O)c2)C2=C(CC(c3ccc(Cl)cc3)CC2=O)N1 (stereo not drawn),11,.
O=C(O)CC(CC(=O)O)c1ccccc1[N+](=O)[O-],3,.
Cc1cccc(C2Nc3cccc4cccc(c34)N2)c1,-2,.
O=C(/C=C/c1ccccc1)NCCSc1ccccn1,-22,.
CCOC(=O)c1cnc(SCc2ccc(C)cc2)nc1N,-2,81
O=C1/C(=C/c2c(Cl)cccc2Cl)SC(=S)N1CCc1ccccc1,-18,.
Nc1nnc(-c2cccc(Cl)c2Cl)c(N)n1,11,88&97
COC(=O)c1ccccc1NC(=O)CN(Cc1ccccc1)S(C)(=O)=O,10,93
O=C(c1ccc(F)cc1)N1CCN(c2ncccn2)CC1,10,78

# Next part
SMILES,HePTP inhibitor,BAP1 inh
O=C1CCCN1CN1CCCCC1,3,94
O=C(Nc1cc(Cl)ccc1O)c1cnn2c1NC(c1ccc(Br)cc1)CC2C(F)(F)F (stereo not drawn),-2,.
COc1cc(/C=C2/SC(=S)N(C)C2=O)cc(Cl)c1OCCOc1ccc(C)cc1,-19,.
CN1CCn2c1nc(N1CCCCC1)nc2=O,0,62
Nc1cc(=O)nc(SCC(=O)NC2CCCCC2)n1-c1ccccc1,10,105
Cc1cccc(N2CCN(c3nc4ccc(Cl)cc4n4cnnc34)CC2)c1C,-18,81
COc1ccccc1N1C(=O)C2C(C1=O)C2(c1ccccc1)c1ccccc1 (stereo not drawn),-9,.
COc1ccc(NC(=O)/C=C/c2ccc(Cl)cc2)cc1,.,84
CC(C)c1ccc(/C=C(\C(=O)c2ccccc2Cl)c2nc3ccccc3o2)cc1,4,.
CC1=C(C)CC2C(=O)N(c3ccc([N+](=O)[O-])cc3)C(=O)C2C1 (stereo not drawn),4,.
COc1ccc(C2CC(C(F)(F)F)n3nc(C(=O)NCCCn4ccnc4)cc3N2)cc1OC (stereo not drawn),-8,95
Cc1ccc(S(=O)(=O)Nc2ccccc2C(N)=O)cc1,8&4,61
CC(C(=O)N1CCN(c2ccccc2)CC1)N1C(=O)c2ccccc2C1=O (stereo not drawn),-16,.
COc1ccc(NS(=O)(=O)c2ccc(Br)s2)cc1OC,-9,99
O=[N+]([O-])c1cncc([N+](=O)[O-])c1Nc1ccc(Cl)cn1,87*,.

# Nothing new here: 18 of the compounds above.
SMILES,HePTP inhibitor,BAP1 inh
Nc1nnc(-c2cccc(Cl)c2Cl)c(N)n1,11,88&97
COC(=O)c1ccccc1NC(=O)CN(Cc1ccccc1)S(C)(=O)=O,10,93
O=C(c1ccc(F)cc1)N1CCN(c2ncccn2)CC1,10,78
O=C1CCCN1CN1CCCCC1,3,94
O=C(Nc1cc(Cl)ccc1O)c1cnn2c1NC(c1ccc(Br)cc1)CC2C(F)(F)F (stereo not drawn),-2,.
COc1cc(/C=C2/SC(=S)N(C)C2=O)cc(Cl)c1OCCOc1ccc(C)cc1,-19,.
CN1CCn2c1nc(N1CCCCC1)nc2=O,0,62
Nc1cc(=O)nc(SCC(=O)NC2CCCCC2)n1-c1ccccc1,10,105
Cc1cccc(N2CCN(c3nc4ccc(Cl)cc4n4cnnc34)CC2)c1C,-18,81
COc1ccccc1N1C(=O)C2C(C1=O)C2(c1ccccc1)c1ccccc1 (stereo not drawn),-9,.
COc1ccc(NC(=O)/C=C/c2ccc(Cl)cc2)cc1,.,84
CC(C)c1ccc(/C=C(\C(=O)c2ccccc2Cl)c2nc3ccccc3o2)cc1,4,.
CC1=C(C)CC2C(=O)N(c3ccc([N+](=O)[O-])cc3)C(=O)C2C1 (stereo not drawn),4,.
COc1ccc(C2CC(C(F)(F)F)n3nc(C(=O)NCCCn4ccnc4)cc3N2)cc1OC (stereo not drawn),-8,95
Cc1ccc(S(=O)(=O)Nc2ccccc2C(N)=O)cc1,8&4,61
CC(C(=O)N1CCN(c2ccccc2)CC1)N1C(=O)c2ccccc2C1=O (stereo not drawn),-16,.
COc1ccc(NS(=O)(=O)c2ccc(Br)s2)cc1OC,-9,99
O=[N+]([O-])c1cncc([N+](=O)[O-])c1Nc1ccc(Cl)cn1,87*,.

# Continuation.
SMILES,HePTP inhibitor,BAP1 inh
O=C(Nc1ccccc1)N1CCN2C(=O)c3ccccc3C12c1ccccc1 (stereo not drawn),5,101
CCC(C)C(NC(=O)OC(C)(C)C)C(=O)NC(CC(C)C)C(N)=O (stereo not drawn),11,109
CCOC(=O)C1=C(C)N=c2s/c(=C\c3sccc3C)c(=O)n2C1c1cc(OC)ccc1OC (stereo not drawn),5,.
CCN(CC)c1ccc(/C=c2\sc3nc4ccccc4n3c2=O)c(OC)c1,-7,.
O=C(COC(=O)c1cncc(Br)c1)NCc1ccco1,16,.
CC1CCC(NC(=O)Cn2cc3c(n2)CCCC3)CC1 (stereo not drawn),-5,96
COC(=O)C1C2C=CC3(CN(c4cccc(Cl)c4)C(=O)C13)O2 (stereo not drawn),3,93
Cc1cccc(N(CC(=O)NC2CCCCC2)C(=O)c2c(C)noc2C)c1,-5,88
O=C(c1ccccc1OCc1ccccc1Br)N1CCN(c2ncccn2)CC1,11,130
CC(C)c1ccc2[nH]c3c(c2c1)CCC/C3=N\NC(=O)c1ccncc1,9,.
C=CCOC(=O)C1=C(C)NC2=C(C(=O)CCC2)C1c1ccccc1OCCCC (stereo not drawn),.,113
COc1ccc(NC(NC(=O)c2ccco2)C(=O)c2ccccc2)cc1 (stereo not drawn),0,.
CCOc1ccc(C2=Nn3c(nnc3-c3ccccc3OC)SC2)cc1,-9,73
COc1ccc(OCC(=O)Nc2sc3c(c2C(N)=O)CCCC3)cc1,4,.
COc1cccc(NC(=O)N2CCC(C(N)=O)(N3CCCCC3)CC2)c1,-11,107
CC(=O)N1C(=O)/C(=C2\SC(=S)N(c3cccc(Br)c3)C2=O)c2ccccc21,11,.
O=C(NCc1ccccc1)C1CN(S(=O)(=O)c2ccccc2)CCN1S(=O)(=O)c1ccccc1 (stereo not drawn),-8,.
CCCCCn1c(=O)[nH]c2cc(C(=O)NCCN3CCOCC3)ccc2c1=O,7,84
Cc1ccc(-n2nc3cc(C)c(NC(=O)c4ccccc4I)cc3n2)cc1,-8,.
OCCNC1=NCCN1,3,93
COc1ccccc1NC(=O)CC1S/C(=N\N=C\c2ccccc2)NC1=O (stereo not drawn),5,.
COc1ccccc1NC(=O)c1cc2ccccc2o/c1=N\O,0,90
O=C(C(=O)c1ccc(F)cc1)c1ccccc1,.,78
CC(=O)c1ccc(N2CCN(C(=O)c3ccc(NC(=O)C4CCCO4)cc3)CC2)cc1 (stereo not drawn),-7,.
O=C(O)c1ccc2c(c1)C(=O)N(c1ccc(Cl)c([N+](=O)[O-])c1)C2=O,-2,.
S=c1nc2c(n[nH]1)c1ccccc1n2Cc1ccccc1,9,.
Cc1cccc(N2C(=O)CC(N3CCN(c4ccccc4Cl)CC3)C2=O)c1 (stereo not drawn),7,.
CCOc1ccccc1OCCCC(=O)Nc1ccc(OC)nc1,4,93
COCc1nc(-c2cc(Br)ccc2OC)no1,-2,113
CCOC(=O)c1ccccc1NC(=O)/C(=C/c1cccc([N+](=O)[O-])c1)NC(=O)c1ccccc1,8,.
COc1cc(NC(=O)c2ccco2)c(OC)cc1NC(=O)CSc1nnc(-c2cccs2)n1C,4,112
Cc1oc2cc(Br)c(OS(C)(=O)=O)cc2c1C(=O)OC(C)C,-4,.
CCS(=O)(=O)Nc1ccc(-c2ccc(NS(=O)(=O)CC)c(OC)c2)cc1OC,4,92
Fc1ccc(NC(=S)NCC(c2ccccc2)c2ccccc2)cc1,-3,.
NC(=O)c1sc2nccc(Nc3ccccc3)c2c1N,12,84
COc1ccccc1-c1csc(NC(=O)c2cccs2)n1,.,52
CC1=C(C#N)C(c2cccnc2)C2=C(CC(C)(C)CC2=O)N1 (stereo not drawn),4,.
CCCCOc1ccc2c(C)c(Cl)c(=O)oc2c1,18,.
O=C(Nc1cc([N+](=O)[O-])ccc1C(=O)Nc1cccnc1)c1ccccc1,2,.
COc1cc(NC(=O)c2ccc3c(c2)OCO3)c2ncccc2c1,3,139
Cc1cc(C)c(OCC(=O)Nc2cccc(O)c2)cc1C,9,90
O=C(NNC(=O)c1ccc2ccccc2c1O)c1ccccc1Cl,-9,.
CCCn1c(NCc2ccc(N(C)C)cc2)nc2ccccc21,4,90
